EPAC1 ag = agonists of human EPAC1. EPAC1 agonist qHTS, biochemical assay; response scale: 100% = response to 6.5 mM cAMP. Potency, µM (doses to about 154 µM), for the others: at the highest dose activation, usual class: activators. hit rate 0.073% among 360,000. AID 720707. O95398; further: potency means the concentration at half of the fitted maximal effect; nearly all actives have a fitted effect of over 60% in size
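Fluorescent GDP-exchange assay: 100 nM EPAC1 with 250 nM Rap1B preloaded with BODIPY-GDP and 50 uM GDP; compounds tested as concentration series, 5 min at room temperature, then read every 5 min for 30 min (ex 480/em 540 nm); normalized to 6.5 mM cAMP.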
WRN inhibitor = blocks human WRN helicase. WRN helicase unwinding, fluorescent forked duplex, kinetic. Potency, µM (titrated, usually from 114 µM), inactives show at the highest dose activity change, negative = inhibition, actives largely listed as inhibitors. hit rate 0.46% among 360,000. AID 651768; further: potency means the concentration at half of the fitted maximal effect; on the % scale 0 is the no-effect control and ±100 the full control effect; nearly all actives have a fitted effect of over 55% in size
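Fluorescence dequenching readout, ex 525 nm/em 598 nm, kinetic mode: forked duplex DNA (100 nM final) with adjacent fluorophore and quencher unwound by WRN (20 nM final) with 2 mM ATP. Compound preincubation 15 min, room temperature.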
EPAC1 antagonist = EPAC1 (human) antagonism; EPAC1 GEF assay, Rap1b-BODIPY-GDP exchange fluorescence; Potency, µM (series often up to 115 µM), inactives show top-dose activity change, negative = inhibition, most hits filed as inhibitors; hit rate 0.14% among 360,000; O95398;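 further: potency means the concentration at half of the fitted maximal effect; plate controls were vehicle for no effect and positive control for full effect; nearly all actives have a fitted effect of over 50% in size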
PLK1 PBD block = inhibitors of human PLK1 polo-box domain binding; Plk1 PBD binding of FITC phosphopeptide, fluorescence polarization; hit rate 2.8% among 360,000; Potency, µM, inactives show max response, negative = inhibition, usual class: inhibitors; further: potency means the concentration at half of the fitted maximal effect; series mostly up to about 57 µM; on the % scale 0 is the no-effect control and ±100 the full control effect; nearly all actives have a fitted effect of over 65% in size
EPAC2 antag = antagonists of human EPAC2; hit rate 0.18% among 360,000; Potency, µM (titrated, usually from 114 µM), without a hit: top-dose activity, negative = inhibition, usual class: inhibitors; Q8WZA2; EPAC2 GEF exchange of Rap1B-BODIPY-GDP, fluorescence; further: potency means the concentration at half of the fitted maximal effect; on the % scale 0 is the no-effect control and ±100 the full control effect; nearly all actives have a fitted effect of over 45% in size; many of its hits are not listed in these tables
Target sequence (Q8WZA2 whole entry, looked up): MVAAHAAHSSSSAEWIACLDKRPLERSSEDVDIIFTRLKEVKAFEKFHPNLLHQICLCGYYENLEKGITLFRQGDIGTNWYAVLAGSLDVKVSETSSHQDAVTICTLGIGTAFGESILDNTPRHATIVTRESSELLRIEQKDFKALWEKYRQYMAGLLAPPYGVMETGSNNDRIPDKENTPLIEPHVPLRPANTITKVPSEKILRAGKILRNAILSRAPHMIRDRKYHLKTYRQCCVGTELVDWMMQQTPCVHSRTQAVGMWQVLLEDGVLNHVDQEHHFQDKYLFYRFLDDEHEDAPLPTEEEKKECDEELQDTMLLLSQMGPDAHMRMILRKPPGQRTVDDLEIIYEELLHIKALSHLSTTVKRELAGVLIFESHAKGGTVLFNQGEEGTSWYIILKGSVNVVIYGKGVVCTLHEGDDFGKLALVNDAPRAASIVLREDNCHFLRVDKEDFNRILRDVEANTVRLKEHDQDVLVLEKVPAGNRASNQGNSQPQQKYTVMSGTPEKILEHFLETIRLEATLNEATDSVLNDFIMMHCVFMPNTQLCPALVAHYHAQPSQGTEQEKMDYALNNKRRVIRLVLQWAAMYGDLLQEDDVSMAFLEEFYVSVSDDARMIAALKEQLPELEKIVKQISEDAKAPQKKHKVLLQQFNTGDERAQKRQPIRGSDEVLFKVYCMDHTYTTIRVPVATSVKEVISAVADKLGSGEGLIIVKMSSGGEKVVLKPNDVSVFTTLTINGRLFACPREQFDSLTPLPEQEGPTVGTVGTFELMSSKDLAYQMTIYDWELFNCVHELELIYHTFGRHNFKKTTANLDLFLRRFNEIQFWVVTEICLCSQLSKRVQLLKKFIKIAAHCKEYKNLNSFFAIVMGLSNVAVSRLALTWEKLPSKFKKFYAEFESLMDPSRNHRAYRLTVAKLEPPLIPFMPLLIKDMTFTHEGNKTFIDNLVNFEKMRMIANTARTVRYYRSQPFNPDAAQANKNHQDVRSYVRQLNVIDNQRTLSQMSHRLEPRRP
Mm-Cpn inhibitor = M. maripaludis TRiC chaperonin inhibition; purified Mm-Cpn ATPase, ADP Transcreener TR-FRET; Potency, µM (titrated, usually from 76.9 µM), for the others: at the highest dose activity, negative = inhibition, most hits filed as inhibitors; hit rate 0.031% among 330,000; further: potency means the concentration at half of the fitted maximal effect; on the % scale 0 is the no-effect control and ±100 the full control effect; nearly all actives have a fitted effect of over 80% in size
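Purified archaeal Mm-CPN (25nM final) preincubated 10 min at 37degC with compound, then 10uM ATP for 30 min at 37degC; ADP measured by HTRF Transcreener TR-FRET; buffer 30 mM TRIS pH 7.4, 100mM KCl, 5mM MgCl2, 1mM DTT.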
CCT chaperon mod = changes cytosolic chaperonin activity. purified chaperonin ATPase assay, HTRF ADP detection, 30 min. hit rate 0.3% among 360,000. activity change, % (test concentration not listed), hits read low; in the data active means activity change below about -30%; further: on the % scale 0 is the no-effect control and ±100 the full control effect
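Enzyme 40 or 20 nM (batch-dependent) in Tris pH 7.4/KCl/MgCl2/DTT; cpd 76 uM single point; ATP 10 uM; 30 min 37 °C; Transcreener ADP HTRF detection, 30 min RT; ratio 665/615.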
PI5P4Ka inh = blocks human PI5P4K alpha kinase activity. P48426. PI5P4Kalpha enzyme, ADP-Glo luminescence, 60 min; hits give low values. max response, %. hit rate 1.2% among 330,000. AID 652105; active means max response of -50% or lower; inconclusive means between -30% and -50%; inactive means -30% or higher; further: value at the top dose of about 77 µM; on the % scale 0 is the no-effect control and ±100 the full control effect
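ADP-Glo luminescence end-point read after a 60 min room-temperature kinase reaction of PI5P4Kalpha plus substrate, initiated with ATP at 5 microM final. Buffer: 0.038 M HEPES pH 7.4, EGTA, 0.1% CHAPS, 5% DMSO.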
Active calls of the source: *; ? = inconclusive; nt = not tested or not shown; [ ] = dose if it differs, or a comment. Unless noted, the call rests on the fitted dose curve; in most records, active means well fitted curve in the direction sought with a large enough effect; inconclusive means small, poorly fitted or top-dose-only effect, or another doubt; inactive means no such curve, though single readings can be large; an effect the other way counts as inactive or inconclusive.

SMILES	EPAC1 ag	WRN inhibitor	EPAC1 antagonist	PLK1 PBD block	EPAC2 antag	Mm-Cpn inhibitor	CCT chaperon mod	PI5P4Ka inh
Cc1ccc(OCC(=O)Nc2ccc(N3CCN(C(=O)c4ccco4)CC3)cc2)c(C)c1	1%	-13%	-2%	-19%	-9%	-1%	-1.3	-13
CCOc1cc2c(cc1OC)C(c1cccc([N+](=O)[O-])c1)NCC2 (stereo not given)	-3%	4%	10%	4.7µM*	10%	1%	1.3	?
COc1cc(NC(=O)n2ncc3cc(Cl)ccc32)cc(OC)c1	1%	-10%	?	-11%	9%	-2%	0.0	0
C=CCn1c(SCCN2C(=O)c3ccccc3C2=O)nc2scc(-c3ccccc3)c2c1=O	5%	-3%	-1%	5%	-12%	?	-4.7	0
COc1cccc(NC(=O)C(C)Oc2ccccc2)c1 (stereo not given)	13%	-2%	-3%	-7%	-2%	0%	-2.4	nt
CC(C)C[C@H]1CN([C@@H](Cc2ccc(O)cc2)CN2CCC[C@@H]2CN2C(=O)C(=O)NC[C@@H]2Cc2ccccc2)C(=O)C(=O)N1CC1CCCCCC1	3%	-3%	?	-4%	-20%	nt	0.6	-9
O=C(NNS(=O)(=O)c1ccc([N+](=O)[O-])cc1)C1CCCCC1	12%	6%	3%	-26%	3%	0%	-1.9	0
C/C=C/c1ccc(OC)c(OC(C)=O)c1	1%	4%	1%	-3%	9%	-7%	-1.9	0
C=CCn1c(=O)c2ccccc2n2c(SCC(=O)Nc3sc(C)c(CC)c3C(=O)OCC)nnc12	-7%	-7%	23%	-5%	8%	-2%	1.7	2
CC(=O)Nc1ccc(NC2=C(Cl)C(=O)c3ccccc3C2=O)cc1	4%	-1%[11.6 µM]	6%	-7%	10%	-1%	-0.5	2
Cc1ccc(S(=O)(=O)N2CCC[C@H]2C(=O)NCc2ccccc2Cl)cc1	-7%	0%	5%	2%	0%	3%	-0.6	0
N#Cc1cn(CC(=O)NCCc2c[nH]c3ccccc23)c2ccccc12	0%	-4%	-22%	-1%	-1%	2%	-0.4	1
CC(C)CCSc1nc2c(c(=O)[nH]c(=O)n2C)n1CCCc1ccccc1	-8%	-7%	-3%	-1%	-10%	2%	0.4	6
CC1C=Cc2ccccc2N1C(=O)c1ccccc1 (stereo not given)	-9%	-1%	7%	-7%	8%	-1%	-1.5	nt
CCOC(=O)c1c(NCc2ccc3c(c2)OCO3)c2ccccc2[nH]c1=O	6%	7%	-3%	-23%	-2%	-3%	1.8	0
Cc1ccc(NC(=O)CN(C)C(=O)CSc2nnc(C(F)(F)F)n2C)cc1	3%	7%	-4%	-16%	-6%	0%	-2.0	7
O=C(NCc1ccc(F)cc1)c1cccc(S(=O)(=O)N2CCCC2)c1	-3%	-37%[57.1 µM]	-1%	-8%	-5%	3%	-3.9	1
COC(=O)c1cc(OC)c(OC)cc1NC(=O)Nc1ccc(OC)cc1OC	-11%	-4%	-17%	-6%	3%	1%	-0.8	nt
O=C(O)c1ccccc1C(=O)O	-14%	-6%	-8%	-4%	4%	-2%	-0.6	1
COc1ccc(Cc2nnc(NC(=O)c3cccc([N+](=O)[O-])c3C)s2)cc1	5%	-7%	-6%	-2%	1%	1%	-1.4	nt
CC(=O)Nc1sc2c(c1C#N)CCC2	-1%	-1%[57.1 µM]	-1%	4%	3%	-1%	2.4	3
Cc1cc(C2CCCCC2)n(O)c(=O)c1	5%	-2%	-7%	-8%	-14%	-2%	-8.0	-2
COc1ccc(OC)c(NC(=O)CS(=O)(=O)Cc2nc(-c3ccccc3C)oc2C)c1	-1%	-5%	3%	-5%	-20%	3%	1.4	-3
CCC(C(=O)Nc1ccon1)c1ccccc1 (stereo not given)	12%	0%	-3%	-9%	17%	3%	1.4	-2
C/C(=N\NC(=O)CSc1nc2ccccc2s1)c1cccnc1	-5%	-5%	-13%	2%	-1%	0%	-0.1	-3

An excerpt from above, showing only EPAC1 antagonist, Mm-Cpn inhibitor and PLK1 PBD block:
Molecule	EPAC1 antagonist	Mm-Cpn inhibitor	PLK1 PBD block
CC(C)C[C@H]1CN([C@@H](Cc2ccc(O)cc2)CN2CCC[C@@H]2CN2C(=O)C(=O)NC[C@@H]2Cc2ccccc2)C(=O)C(=O)N1CC1CCCCCC1	?	nt	-4%
O=C(NNS(=O)(=O)c1ccc([N+](=O)[O-])cc1)C1CCCCC1	3%	0%	-26%
C/C=C/c1ccc(OC)c(OC(C)=O)c1	1%	-7%	-3%

Additional entries
SMILES	EPAC1 ag	WRN inhibitor	EPAC1 antagonist	PLK1 PBD block	EPAC2 antag	Mm-Cpn inhibitor	CCT chaperon mod	PI5P4Ka inh
COc1cc2ccccc2cc1C(=O)N(CCN(C)C)c1nc2c(C)cccc2s1	-2%	0%	-19%	-25%	-20%	1%	-0.1	2
O=C(C(Cc1ccccc1)n1cccc1)N1CCN(c2cccc(Cl)c2)CC1 (stereo not given)	2%	-4%	2%	-5%	-6%	2%	-0.6	5
CCOC(=O)C1C(=O)CC(C)(O)C(C(=O)OCC)C1c1ccc(NC(C)=O)cc1 (stereo not given)	-1%	-1%	16%	1%	10%	-6%	2.0	3
Cn1c(C(=O)N[C@@H](C(=O)O)c2ccccc2)cc2cc(Cl)ccc21	6%	9%	-3%	-12%	-8%	0%	0.6	-23
Cc1cccc(C(=O)O/N=C2/CC3CCC2(C)C3(C)C)c1 (stereo not given)	8%	-4%	-2%	-2%	-2%	0%	-2.4	nt
O=C(CNC(=O)c1ccco1)NCC(=O)OCc1ccccc1Br	2%	-2%	2%	0%	?	0%	0.0	1
Cc1cccc(-n2c(=O)cc(N3CCN(c4ccc(F)cc4)CC3)[nH]c2=O)c1	-13%	4%	5%	5%	-8%	1%	0.0	0
COc1ccc(Cn2c(O)c(/C=C3/C=CC=N3)c(=O)[nH]c2=O)cc1	2%	-4%	-9%	1%	-3%	-1%	-0.2	-13
O=C(NCc1cccnc1)Nc1cccc(NC(=O)NCc2cccnc2)c1F	5%	7%	-3%	-3%	4%	0%	1.0	-8
COC(=O)C(C(=O)OC)c1ccccc1[N+](=O)[O-]	-1%	4%	1%	-3%	13%	0%	1.3	0
COc1ccc(CNc2ncc(-c3ccccc3)n2C)c(OC)c1OC	6%	8%	-3%	5%	6%	0%	-0.8	2
O=C(CCC1CCCN(C(=O)C2=CCCCC2)C1)N1CCN(c2ccccn2)CC1 (stereo not given)	-9%	4%	3%	3%	-6%	-1%	-5.5	23
COc1ccc(NC2CCCN(C(=O)c3cccc(C)n3)C2)cc1OC (stereo not given)	3%	-4%[11.6 µM]	-7%	3%	-13%	2%	0.7	1
CSc1ncc(Cl)c(C(=O)Nc2ccc(S(=O)(=O)Nc3nccc(C)n3)cc2)n1	7%	-35%	1%	-3%	-3%	-4%	-1.5	-6
CCCCC1=CC2=CC(=O)C(C)(OC(=O)c3cccs3)C(=O)C2=CO1 (stereo not given)	-15%	-33%	?	-28%	5%	nt	0.8	-87*
Cc1ccc(NC(=S)N/N=C2/CCCc3c(C)cc(C)cc32)cc1	4%	-2%	3%	-1%	11%	1%	-2.9	nt
COCCNC(=O)C1(C)CCCN(Cc2cn(C)c3ccccc23)C1 (stereo not given)	-8%	5%	2%	2%	20%	nt	0.5	-2
O=C(CN1C(=O)C2CCCCC2C1=O)Nc1cccc(C(F)(F)F)c1 (stereo not given)	-13%	-14%	-6%	2%	7%	1%	1.3	-3
O=C(Nc1ccc(F)cc1)c1ccc(S(=O)(=O)NCC2CCCO2)cc1 (stereo not given)	5%	-7%[57.1 µM]	-9%	1%	0%	1%	-0.7	nt
Cn1nc(-c2ccc(OCC(N)=O)cc2)c2ccccc2c1=O	5%	-4%	5%	-2%	4%	1%	-0.9	0
Cc1ccc(-c2cc3ncc(C#N)c(N)n3n2)cc1	16%	0%	7%	-14%	4%	-10%	-7.0	-10
O=C(Cn1ccc2ccccc2c1=O)NCC(=O)Nc1ccc(F)cc1F	-5%	10%	14%	2%	17%	0%	0.1	0
O=c1cc(-c2cc3ccccc3o2)c2cc(O)ccc2o1	-9%	0%	-4%	-11%	1%	0%	2.4	-5
O=C(Nc1ccc(F)cc1)C(NC1CCCCC1)c1ccccc1 (stereo not given)	9%	-28%	7%	-6%	-8%	0%	-5.0	-15
CCOc1ccc(C(=O)NNC2CC(=O)N(CCc3ccccc3)C2=O)cc1OC (stereo not given)	-3%	8%	-3%	-5%	6%	-2%	-4.6	1
SMILES	EPAC1 ag	WRN inhibitor	EPAC1 antagonist	PLK1 PBD block	EPAC2 antag	Mm-Cpn inhibitor	CCT chaperon mod	PI5P4Ka inh
Cc1nnc(Sc2c(N)n(C)c(=O)n(C)c2=O)s1	-4%	8%	14%	2%	6%[57.1 µM]	3%	-0.1	-1
Cc1ccc(C(=O)Nc2cccc(C(=O)O)c2)cc1S(=O)(=O)N1CCCCC1	0%	-33%	?	-6%	3%	2%	2.9	-1
O=C(CCc1nc2ccccc2[nH]1)Nc1ccccc1	-10%	8%	7%	-26%	-1%	8%	0.6	-7
CCN(CC)C(=O)Cn1cc(C(=O)C2CC2)c2ccccc21	-2%	-9%	-7%	3%	17%	-6%	-0.2	4
O=C(NCc1ccco1)c1cccc(C(F)(F)F)c1	-6%	-10%	-9%	-7%	-6%	-4%	0.7	-13
CCCC(C(=O)NC1CCCC1)N(CCN(CC)CC)C(=O)c1snc(C(N)=O)c1N (stereo not given)	0%	3%	0%	-15%	4%	0%	-0.5	-6
COc1ccc(S(=O)(=O)N2CCSC2c2ccc(OC)c(OC)c2)cc1 (stereo not given)	13%	-7%	-14%	1%	-3%	1%	-2.5	nt
COCCCn1c(SCc2cc(=O)[nH]c3ccccc23)nnc1-c1ccco1	1%	5%	16%	?	6%	-5%	-2.9	-7
CC1CCCCN1C(=O)CSc1ccc(-c2ccc(F)cc2)nn1 (stereo not given)	0%	-7%	1%	-10%	2%	-1%	-1.3	nt
CCOc1cccc(C2C(C(=O)c3ccco3)=C(O)C(=O)N2c2nnc(C)s2)c1 (stereo not given)	3%	2%	15%	-13%	-11%	-21%	1.7	1
COc1cc(C(=O)N2CCC(n3c(C)nc4cc(F)ccc43)CC2)cc(OC)c1OC	4%	8%	2%	-4%	9%	0%	-2.5	-4
CCOc1ccc(S(=O)(=O)Nc2nc3ccccc3nc2-n2ccc(=NC(=O)c3cccs3)cc2)cc1	?	-7%	-14%	?	41%[activator]	-18%	1.8	1
O=C(NNc1cccc(Cl)n1)c1ccccc1CC[N+](=O)[O-]	-7%	?	-11%	?	4%	3%	0.2	-78*
Cc1noc(C)c1COc1ccc(C(=O)Nc2ncccc2O)cc1	0%	-3%	-1%	-1%	0%	0%	-0.6	5

High-throughput results from PubChem BioAssay.

This is a subset. The share of hits here may be higher or lower than overall.
